Tat export inh: E. coli Tat export inhibitors, primary screen, MC4100, TorA-mCherry reporter, fluorescence, single point; actives 0.036% (n = 340,000); AID 488895, 2010; inhibition, % at 10 µM;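 active = mean replicate inhibition at least 50% and at least half of replicates individually reaching 50%; inconclusive = only one of the two criteria met; inactive = neither criterion met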;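 also: exported cargo escapes ClpAP degradation while cytoplasmic cargo is degraded and loses fluorescence; 0% = median of neutral control wells and 100% = median of NaSCN control wells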
DAGLB inhibitor: DAGLB lipase inhibitors, primary screen, biochemical, fluorescence, HTS | inhibition, % at 5.17 µM | HEK293T DAGLB membrane lysate, EnzChek fluorogenic substrate | AID 504411, 2011 | actives 0.059% (n = 340,000) | Diacylglycerol lipase-beta (Homo sapiens), Q8NCG7; in the data active = inhibition above about 34%;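 also: 0% = enzyme with vehicle and 100% = wells lacking enzyme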
Target sequence (Q8NCG7 whole entry, looked up): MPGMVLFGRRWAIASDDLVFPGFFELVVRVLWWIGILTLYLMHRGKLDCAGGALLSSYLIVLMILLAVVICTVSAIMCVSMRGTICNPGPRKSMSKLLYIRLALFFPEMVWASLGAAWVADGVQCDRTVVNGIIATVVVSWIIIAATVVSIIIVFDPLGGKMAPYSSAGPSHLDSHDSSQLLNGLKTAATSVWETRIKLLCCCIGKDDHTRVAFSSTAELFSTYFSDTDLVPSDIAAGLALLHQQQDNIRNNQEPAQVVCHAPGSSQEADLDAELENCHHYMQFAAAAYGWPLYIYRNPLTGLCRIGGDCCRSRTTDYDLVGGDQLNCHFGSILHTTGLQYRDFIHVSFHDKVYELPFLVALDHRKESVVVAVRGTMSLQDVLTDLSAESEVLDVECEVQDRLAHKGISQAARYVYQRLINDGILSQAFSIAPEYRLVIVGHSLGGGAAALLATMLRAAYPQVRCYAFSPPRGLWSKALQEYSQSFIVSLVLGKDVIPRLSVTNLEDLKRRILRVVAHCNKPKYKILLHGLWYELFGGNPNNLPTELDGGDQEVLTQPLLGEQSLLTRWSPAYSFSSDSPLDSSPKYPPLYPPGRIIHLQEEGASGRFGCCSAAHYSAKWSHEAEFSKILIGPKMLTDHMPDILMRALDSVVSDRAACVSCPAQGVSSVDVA
Wnt act: Wnt/beta-catenin pathway activators, primary screen, cell-based, plate reader, single point. activation, % at 9.35 µM. Wnt/beta-catenin reporter cell assay, activator. actives 1.2% (n = 300,000); in the data active = activation above about 30%, passing the limit was not always enough; inconclusive = no clear call, values can overlap the other calls;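 also: 0% = neutral control wells and 100% = positive control wells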
AddAB inh: growth inhibition of E. coli expressing H. pylori AddAB, primary screen, AddAB inhibitor project, absorbance; actives 0.29% (n = 330,000); inhibition, % at 11.9 µM; AID 435030, 2010; in the data active = inhibition above about 12%;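 also: 0% = vehicle wells of infected cells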
CAL PDZ inh: CAL PDZ peptide-binding inhibitors, primary screen, biochemical, fluorescence polarization, Cer-tagged CAL PDZ, HTS; Golgi-associated PDZ and coiled-coil motif-containing protein (Homo sapiens), Q9HD26; purified CAL PDZ, TMR-peptide fluorescence polarization, 1 h; inhibition, % at 20 µM; actives 0.02% (n = 330,000); AID 504414, 2011;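 active = highest replicate inhibition of at least 40%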;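 also: plate controls were DMSO neutral control wells for no effect and unlabeled competitor peptide control wells for full effect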
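material = purified tagged CAL PDZ domain construct (CerCALP) | buffer or medium = sodium phosphate/NaCl buffer pH 7.4 with TCEP, IgG, Thesit | reagent = TMR-labelled reporter peptide T*-PRC34 bound in PDZ groove | incubation = 1 h room-temperature incubation prior to read | measured by = fluorescence polarization (mP) | evaluation = percent inhibition from loss of millipolarization | control set = unlabelled peptide and DMSO controls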
E coli growth: E. coli V3065 growth inhibition, primary screen, counter-screen for AddAB inhibitor project, absorbance, OD600 | inhibition, % at 11.9 µM | 18 h | AID 449728, 2010 | actives 0.27% (n = 330,000);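 active = inhibition above the campaign's mean inhibition across all tested compounds plus 3 SD, cut at about 9.9% in these data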;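 also: uninfected addAB+ strain grown without phage in ampicillin broth; 0% = DMSO wells and 100% = ciprofloxacin 0.95 µg/ml wells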
phage Ecoli inh: growth loss of phage-infected E. coli, primary screen, RecBCD inhibitor project, absorbance, with phage, HTS; inhibition, % at 11.9 µM; actives 0.26% (n = 360,000); in the data active = inhibition above about 11%
PvdQ inh: P. aeruginosa PvdQ acylase inhibitors, primary screen, biochemical, fluorescence, plate reader and imaging, single point; PvdQ acylase [Pseudomonas aeruginosa LESB58]; purified PvdQ acylase; inhibition, % at 10 µM; actives 0.063% (n = 340,000); AID 488965, 2010; in the data active = inhibition above about 30%, passing the limit was not always enough; inconclusive = no clear call, values can overlap the other calls;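 also: 0% = vehicle neutral wells and 100% = reference inhibitor wells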
Rtt109 HAT inh: inhibitors of C. albicans Rtt109/Vps75 HAT, primary screen, biochemical, ThioGlo CoA-SH fluorescence, plate reader; Histone acetyltransferase RTT109 (Candida albicans (strain SC5314 / ATCC MYA-2876)), …; purified Rtt109/Vps75, 4 h; inhibition, % at 34.9 µM; actives 0.16% (n = 330,000); AID 540336, 2011;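 active = inhibition of at least 50% in every replicate; inconclusive = best replicate reaches 50% inhibition but some replicates fall short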
Target sequence (Q5AAJ8 whole entry, looked up): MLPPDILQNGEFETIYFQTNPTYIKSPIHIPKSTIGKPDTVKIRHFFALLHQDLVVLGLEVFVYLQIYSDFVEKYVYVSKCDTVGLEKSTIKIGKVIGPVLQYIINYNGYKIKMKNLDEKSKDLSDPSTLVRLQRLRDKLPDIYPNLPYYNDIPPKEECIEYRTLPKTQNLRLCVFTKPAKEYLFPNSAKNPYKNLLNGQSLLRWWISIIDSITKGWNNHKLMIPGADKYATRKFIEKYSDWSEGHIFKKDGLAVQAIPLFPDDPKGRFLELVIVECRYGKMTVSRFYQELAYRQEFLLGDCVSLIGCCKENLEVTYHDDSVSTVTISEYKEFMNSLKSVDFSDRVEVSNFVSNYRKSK
PfHsp90 yeast 2: growth inhibition of PfHsp90-expressing yeast, primary screen, antimalarial PfHsp90 inhibitor project, S. cerevisiae, BacTiter-Glo luminescence, single point, set 2 | actives 0.32% (n = 310,000) | inhibition, % at 9.4 µM | BacTiter-Glo ATP, 48 h; yeast lacking PDR1 and PDR3 efflux regulators;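 active = every replicate shows inhibition above about 80%, whatever the replicate mean, limit read from the data; inconclusive = mean inhibition reaches the set limit but some replicate falls short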;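 also: 0% = DMSO neutral controls and 100% = 20 µM radicicol positive controls; yeast relying on Plasmodium falciparum Hsp90 in place of its own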
* hit, by the source's call; ? = inconclusive; . = not tested or not shown.

Preview (2 entries):
SMILES	Tat export inh	DAGLB inhibitor	Wnt act	AddAB inh	CAL PDZ inh	E coli growth	phage Ecoli inh	PvdQ inh	Rtt109 HAT inh	PfHsp90 yeast 2
O=C(CNC(=O)C1COc2ccccc2O1)Nc1cc(Cl)ccc1Cl (configuration not stated)	0	-2	1	.	-2.8	.	6.6	-15	4	-10
O=C(Cc1ccccc1)Nc1ccc(Br)c(Cl)c1	2	1	4	4.2	-0.7	2.4	3.8	-5	-1	1

The list itself, repeating the preview:
SMILES	Tat export inh	DAGLB inhibitor	Wnt act	AddAB inh	CAL PDZ inh	E coli growth	phage Ecoli inh	PvdQ inh	Rtt109 HAT inh	PfHsp90 yeast 2
O=C(CNC(=O)C1COc2ccccc2O1)Nc1cc(Cl)ccc1Cl (configuration not stated)	0	-2	1	.	-2.8	.	6.6	-15	4	-10
O=C(Cc1ccccc1)Nc1ccc(Br)c(Cl)c1	2	1	4	4.2	-0.7	2.4	3.8	-5	-1	1
Cc1ccc(SCC(=O)OCC(=O)NCCc2ccccc2)cc1	8	-2	-2	0.5	-0.2	-2.5	7.7	-7	-4	-3
O=C(CCN1C(=O)/C(=C\c2ccccc2F)SC1=S)N1CCCCC1	4	1	1	1.6	0.4	-1.4	-1.0	-6	-6	-7
CCOc1ccc(N(CC)S(=O)(=O)c2cccc3nsnc23)cc1	-7	-5	-1	1.0	1.1	0.8	-0.5	-12	-1	-14
Cc1nc(NCC2CCCO2)nc2c1C(=O)CC(C)C2 (configuration not stated)	1	2	-3	3.0	-1.1	-2.8	0.6	-5	-8	1
COc1ccc(C2=NN(C(=O)CSc3ncccn3)C(c3ccc(OC)cc3)C2)cc1 (configuration not stated)	11	0	4	5.8	-3.7	0.8	-1.9	-13	0	-19
COc1ccc(Nc2nccc3c2ncn3C)cc1	0	-2	0	1.3	-1.3	-2.4	0.5	17	21	6
COC(=O)c1sc(S(=O)(=O)Oc2ccccc2NC(C)=O)c(C(=O)OC)c1C	2	1	1	.	0.0	.	-1.8	-17	-5	20
Cc1cc(C(=O)Nc2ccc(F)cc2)c2ccccc2n1	-7	-2	1	0.4	-1.4	-1.4	-1.3	-8	3	-9
COc1cc(OC)cc(C(=O)Nc2nc(CC(=O)NC(C)c3ccccc3)cs2)c1 (configuration not stated)	0	-3	-4	-0.6	-2.6	-2.1	6.1	-6	5	-2
Cc1cccc(C(=O)Nc2nc3ccc(S(C)(=O)=O)cc3s2)c1	0	2	-1	.	0.0	.	1.6	-9	0	-1
CN(c1ccccc1)S(=O)(=O)c1cccc(NC(=O)c2ccc(=O)[nH]n2)c1	-3	-1	-1	-1.0	-2.9	0.7	3.6	4	6	11
Cc1c(CN2CCCC(C(=O)c3cccc(Cl)c3)C2)c(=O)n(-c2ccccc2)n1C (configuration not stated)	-5	-2	-2	-2.6	-1.4	-3.1	-0.1	4	2	-3
NC(=O)Cn1c(=O)n(Cc2ccco2)c(=O)c2c3c(sc21)CCCCC3	-3	0	.	-0.6	-2.4	-2.2	0.2	-10	?	-1
O=C(Cc1cccs1)N1CCN(c2ccccn2)CC1	3	-1	.	-0.4	-0.9	0.4	0.8	-11	-3	-22
CN(C(=O)COC(=O)c1ccccc1Nc1ccccc1)c1c(N)n(Cc2ccccc2)c(=O)[nH]c1=O	-3	9	-3	0.5	-1.9	0.3	6.1	-24	-5	10
Cc1ccc(S(=O)(=O)N2CCN(C(=O)CCn3nc(C)c(C)c3C)CC2)cc1C	0	-2	1	2.0	1.4	-2.3	0.7	6	2	9
c1ccc(-c2nc3ccccn3c2-c2ccccc2)cc1	1	-4	43*	1.8	-1.5	-0.5	0.2	-2	-2	-6
O=C(CSc1ccccc1F)NCC1(N2CCCCC2)CCCCC1	-8	-1	2	-1.3	-0.2	-0.2	0.3	-8	-4	-3
O=C(Cc1nnc(NC(=O)Nc2ccc(Cl)cc2)s1)NCc1ccccc1	-8	-5	-1	-0.5	0.4	-0.4	3.4	0	15	3
CC(C)Cn1c(N2CCN(C(=O)c3cccs3)CC2)nc2ccccc21	1	0	.	2.0	-1.3	-0.1	2.6	-4	3	.
CC1(C)CC(CCN)(Cc2ccccc2Cl)CCO1 (configuration not stated)	1	0	-5	-0.6	-1.4	-0.3	-0.5	-15	5	4
CCOC(=O)c1cnc(-n2nc(C)cc2C)nc1NCCO	5	0	.	5.0	0.0	-1.9	1.6	-14	1	.
CC(C)C(=O)N1CCN(c2ccccc2N)CC1	-7	0	-4	0.0	0.1	-1.1	1.8	-8	1	-14
CCCCOC(=O)c1ccc(NC(=O)C(=O)NCC2CCCO2)cc1 (configuration not stated)	0	-3	.	3.0	.	1.6	3.1	-14	-3	.
O=C(COC(=O)c1ccc2c(c1)OCCO2)Nc1cc(Cl)ccc1Cl	-13	-15	.	0.3	.	-1.3	3.0	-8	-5	30
CCc1ccccc1N1CC(C(=O)N2Cc3ccccc3CC2C(N)=O)CC1=O (configuration not stated)	0	-1	0	-0.3	-1.1	-0.7	0.3	-15	6	-8
Clc1cc(Sc2ccc(Br)cc2)nnc1-c1ccccc1	-1	-8	-2	3.7	-1.3	0.7	1.5	1	4	10
CCOC(=O)C1CCCCN1C(=O)c1oc2c(Cl)cc(C)cc2c1C (configuration not stated)	15	-9	-1	0.9	-0.1	1.2	1.7	-5	-2	2
COc1ccc(-c2cc(C(=O)Nc3ccccc3)on2)cc1	0	1	13	-2.6	-1.4	0.2	-1.1	-11	0	-15
COC(=O)c1ccc(C2C(C#N)=C(N)Oc3cc(C)n(C)c(=O)c32)cc1 (configuration not stated)	-1	0	.	0.3	-0.8	1.8	0.4	4	-5	25
O=C(CN1CCN(c2ccccc2)CC1)NC(=O)NCc1ccccc1	-10	2	0	1.9	-0.8	-3.0	4.7	-5	-3	2
O=C(CN1C(=O)NC(Cc2c[nH]c3ccccc23)C1=O)Nc1ccccc1Br (configuration not stated)	-1	-4	-1	-0.8	-0.7	-1.1	0.0	0	-4	.
Cc1cc2nc(-c3ccccc3O)[nH]c2cc1C	-1	0	2	.	-0.4	.	3.8	-8	-10	.
CC(C)(C)NC(=S)NCCc1ccccc1	-4	0	.	6.2	-1.3	-0.5	5.3	-11	-11	-28
O=C(NC(Cc1ccccc1)c1ccc2c(c1)OCCCO2)c1ccc(F)cc1 (configuration not stated)	-7	-5	.	0.6	-0.3	-1.1	-0.6	-6	12	.
COc1ccc(OCc2nnc(SCC(=O)N3c4ccccc4Sc4ccc(Cl)cc43)o2)cc1	17	0	-1	2.9	0.1	-1.6	3.4	-7	5	-2
COc1cccc(CC(NC(C)=O)C(=O)NC2CCN(S(=O)(=O)c3ccc4ccccc4c3)CC2)c1 (configuration not stated)	7	2	0	0.8	-3.0	-0.1	1.1	17	-3	8
CCOC(=O)/C=c1\s/c(=C(\C#N)C(=O)NC)n(-c2ccccc2)c1=O	8	-6	0	4.0	-0.3	-1.0	0.2	14	13	-55
CCCN(C(=O)c1ccc(S(=O)(=O)N2CCCC2)cc1)C1CCS(=O)(=O)C1 (configuration not stated)	-1	-2	-1	1.3	0.5	-0.7	1.1	7	13	20
CCOc1cc(-c2c(C#N)c(N)nc3c2CCc2ccccc2-3)ccc1O	6	-5	7	1.8	-1.0	1.2	2.3	-12	3	-42
O=C(CSc1nnc(-c2ccco2)n1Cc1ccccc1)c1ccc(F)cc1	8	-2	.	1.4	.	-0.2	2.5	-18	-9	-20
CCOC(=O)c1c(O)cc(C)[nH]c1=O	2	0	0	2.0	-0.2	-1.9	0.4	-4	-8	-13
C(=C\c1nc(-c2ccncc2)no1)/c1ccccc1	-6	-8	40*	0.8	-2.5	-0.7	-1.8	10	-9	-39
O=C1ON=C(c2ccccc2)/C1=C/c1ccc(O)cc1	4	-1	2	-3.4	-1.8	-0.8	-3.6	-17	5	-1
CC1Cc2ccccc2N1C(=O)CCn1cccn1 (configuration not stated)	-8	0	4	3.4	-2.1	0.3	3.0	-2	1	-3
COc1ccc(C(=O)N(C)C2(C)CCS(=O)(=O)C2)cc1OC (configuration not stated)	-4	0	0	-0.7	-3.0	0.0	3.5	9	13	.
Cc1oc(-c2ccc(Cl)cc2)nc1CS(=O)CC(=O)NCc1cccs1 (configuration not stated)	1	1	-1	-0.5	-0.3	-2.9	3.1	-16	0	-10
O=C(Nc1c(F)cc(F)cc1Br)c1cc(-c2ccccc2)on1	-1	-7	1	4.1	-1.1	-0.9	-0.3	-15	-8	-5

Other records follow:
SMILES	Tat export inh	DAGLB inhibitor	Wnt act	AddAB inh	CAL PDZ inh	E coli growth	phage Ecoli inh	PvdQ inh	Rtt109 HAT inh	PfHsp90 yeast 2
CCCc1nnc(NC(=O)CCS(=O)(=O)c2ccccc2)s1	0	-1	-5	5.0	-1.3	0.1	1.0	1	14	3
C=CCN(CC=C)S(=O)(=O)c1ccc(F)cc1	-9	-1	.	-1.1	-0.7	-1.1	1.5	-9	-3	.
NS(=O)(=O)c1ccc(CCNC(=O)COC(=O)c2cc([N+](=O)[O-])ccc2N2CCOCC2)cc1	-1	-1	-2	0.2	-2.4	2.3	1.0	-9	-1	.
CC(C)CN1CCNC(=O)C1CC(=O)NCc1cnn(-c2cccc(F)c2)c1 (configuration not stated)	-8	1	-2	-0.9	0.5	1.2	3.2	-5	-3	6
C/C(=N\NC(=O)COc1ccccc1-c1ccccc1)c1cccnc1	3	1	0	0.4	0.1	-1.6	3.3	-14	-8	2
COc1cccc(CN(C)C(=O)CNC(=O)c2cccs2)c1OC	6	0	-2	0.2	-1.7	3.7	1.8	-7	6	.
CC(C)c1ccc(NC(=O)CN2CCN(C(=O)C3CCCO3)CC2)cc1 (configuration not stated)	1	-3	0	0.9	-0.6	2.3	1.8	15	10	-7
O=[N+]([O-])c1ccccc1/C=N/OCc1ccccc1	-2	-5	24	4.5	0.0	0.2	0.0	0	3	12
Oc1ccc2ccccc2c1CNc1ccccc1	-5	0	-4	.	0.4	.	1.6	-5	-8	.
O=C(COc1ccccc1)Nc1cccc(-c2ccc(N3CCOCC3)nn2)c1	-5	-5	?	3.2	-3.2	2.8	5.2	1	-5	.
COc1ccccc1-c1ccc(Nc2ccc(C(=O)N3CCOCC3)cc2)nn1	-10	-2	.	3.0	-1.0	-0.5	3.1	-3	1	-2
CCOC(=O)NC(NCCc1ccccc1)(C(F)(F)F)C(F)(F)F	-3	1	2	0.6	-2.4	0.4	1.1	-26	2	-10
C/C(=N\NC(=O)c1cc(C)oc1C)c1ccc2c(c1)OCO2	-5	0	-7	-0.5	-2.9	-1.4	0.1	-16	-1	8
Cc1cccc(NC(=O)CCN2CCC(C(N)=O)CC2)c1	-6	0	0	3.8	-1.1	-0.3	-4.1	-7	1	-15

Source: PubChem
